Compound activity: PubChem, several laboratories
HIF-2a inh = inhibitors of HIF-2a; 786-0 RCC cells HIF-2a reporter, luciferase luminescence, overnight; inhibition, % at 18.8 µM; 360,000 tested, 0.72% active; AID 624352;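 active = inhibition of the luminescence signal of 40% or more relative to plate controls, in a single-dose primary screen at 18.75 µM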
LMP1 NFkB inh = reduces LMP1-driven NF-kappaB luciferase signal | 350,000 tested, 0.69% active | LMP1-induced NF-kappaB luciferase reporter cells, luminescence | inhibition, % at 12.5 µM; in the data active = inhibition above about 41%;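 also: 0% = neutral control wells and 100% = reference inhibitor control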
TRAIL sens C8 = caspase-8 TRAIL sensitization; NB7+C8 cells + TRAIL, ATPlite viability luminescence; inhibition (viability loss, TRAIL sensitization), % at 10 µM; 360,000 tested, 1% active;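 active = compounds causing at least 50% loss of cell viability in the single-dose screen, relative to plate controls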
KKLEB tox = counter-screen for CF NF-kB inhibitors: cytotoxicity; activity change (cytotoxicity), % at 5 µM; AID 602141; KKLEB CF airway cells viability, ATPlite luminescence, overnight; active compounds read low; cells stimulated with P. aeruginosa culture filtrate; 360,000 tested, 0.36% active;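 active = corrected activity change at or below -50% at 5 µM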
NR2E3 ag-1 = activates human NR2E3 receptor | inhibition of corepressor binding, % at 3.98 µM | 360,000 tested, 0.35% active | AID 602229 | CHO-S Gal4-NCOR/VP16-NR2E3 two-hybrid, luciferase;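 active = inhibition above the mean of all tested compounds plus 3 SD, cut at about 70% in these data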;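 also: 0% = DMSO with NR2E3 transfected cells and 100% = cells lacking NR2E3 construct; higher means lower luciferase signal from less NR2E3 corepressor binding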
Target sequence (Q9Y5X4 whole entry, looked up, the tested form may be a part): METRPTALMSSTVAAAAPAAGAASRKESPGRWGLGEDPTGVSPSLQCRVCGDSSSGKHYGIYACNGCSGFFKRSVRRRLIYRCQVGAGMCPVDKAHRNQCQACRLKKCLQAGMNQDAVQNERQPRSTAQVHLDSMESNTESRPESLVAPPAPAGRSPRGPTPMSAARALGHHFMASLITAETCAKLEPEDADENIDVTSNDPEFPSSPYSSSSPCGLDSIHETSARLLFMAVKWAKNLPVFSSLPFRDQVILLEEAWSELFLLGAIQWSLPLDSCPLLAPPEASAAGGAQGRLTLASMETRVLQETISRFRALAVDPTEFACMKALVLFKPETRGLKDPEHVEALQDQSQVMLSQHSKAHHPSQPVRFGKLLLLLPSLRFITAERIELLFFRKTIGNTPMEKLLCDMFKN
Peg3 promoter = inhibitors of Peg3 promoter; HeLa PEG-Prom luciferase reporter, luminescence, overnight; inhibition, % at 20 µM; 360,000 tested, 1.7% active; AID 588405;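 active = inhibition of at least 50% at 20 µM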
TRPM1 prom inh = inhibitors of MITF-driven TRPM1 promoter in melanoma cells; inhibition, % at 12.5 µM; 330,000 tested, 0.83% active; SK-MEL-5 TRPM1 promoter luciferase, 24 h; AID 488899;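 active = mean inhibition across replicates of 60% or more, whatever share of single replicates reaches that level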; also: values of inactives mirror those of a sister screen read the other way
NR2E3 ag-2 = agonists of human nuclear receptor NR2E3 | Q9Y5X4 | GST-NR2E3/biotin-RetCOR TR-FRET, 1536-well | inhibition of corepressor binding, % at 4.78 µM | 320,000 tested, 0.12% active | AID 2300;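 active = percent inhibition above the cutoff of mean plus 3 SD of all tested compounds, set per screening campaign, cut at about 20% in these data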;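 also: 0% = DMSO wells and 100% = biotin wells as full block of FRET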
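Material: NR2E3–RetCOR corepressor complex / Incubation: Compound–protein incubation for 5 h at 4 °C / Dosing: compound at 4.8 µM, single dose / Detection: time-resolved FRET / Benchmarks: high control biotin, low control 0.6% DMSO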
CF NFkB block = inhibitors of cystic fibrosis induced NF-kB. KKLEB NF-kB-GFP reporter, PAF-induced, GFP fluorescence overnight. inhibition, % at 5 µM. 360,000 tested, 0.86% active. AID 588850;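 active = at least 50% inhibition at 5 µM, scaled per plate between neutral and stimulator controls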;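 also: PAF is a Pseudomonas aeruginosa culture filtrate used as stimulus; plate controls were PAF-stimulated DMSO wells for no effect and unstimulated DMSO wells for full effect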
iPSC survival up = hiPSC single-cell survival enhancement; ATPlite luminescence; 100% = ROCK inhibitor wells, 0% = DMSO; survival enhancement, % at 20 µM; 360,000 tested, 0.044% active; AID 602274; in the data active = survival enhancement above about 18%;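 also: cells exposed to compounds for 16 hours before the ATP read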
Shn3 inh set2 = reduces Shn3 3'UTR luciferase signal in osteoblasts. 360,000 tested, 0.52% active. Clone20 osteoblast Shn3 3'UTR firefly luciferase, 24 h. inhibition, % at 12.5 µM;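 active = mean inhibition of at least 75% with every replicate also reaching 75%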;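 also: 0% = median of neutral control wells and 100% = pilot-screen positive control compound; some compounds past the cut are filed as inactive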
Starred values were filed as active, the others as inactive; · = not tested or not shown. Not all compounds are listed, so the mix of outcomes need not match the whole.

item | smiles | HIF-2a inh | LMP1 NFkB inh | TRAIL sens C8 | KKLEB tox | NR2E3 ag-1 | Peg3 promoter | TRPM1 prom inh | NR2E3 ag-2 | CF NFkB block | iPSC survival up | Shn3 inh set2
1 | COc1ccc(C2C(C(=O)N3CCN(C)CC3)c3ccccc3C(=O)N2C2CCCCC2)cc1 (stereo not given) | 1 | 1 | -4 | 6 | 3 | 10 | 6 | 1 | 3 | -1.3 | -18
2 | CCOc1ccc(-n2c(C)nc3cc(C(=O)NCCN4CCOCC4)ccc32)cc1 | 15 | 1 | 2 | -2 | 0 | 9 | -5 | 2 | -4 | 0.0 | 6
3 | S=C(NCc1ccco1)Nc1ccc(Oc2ccc(Cl)cc2)cc1 | 4 | 3 | -4 | -8 | -36 | 18 | 4 | -1 | -13 | -0.5 | -51
4 | C/C(=N\NC(=S)NC(C)C)c1ccc2c(c1)OCCO2 | -59 | -2 | -13 | -14 | 9 | -85 | -3 | -1 | 8 | -0.4 | -4
5 | CC1CCCN(CCCNC(=O)CN2C(=O)COc3ccccc32)C1 (stereo not given) | -2 | 0 | -5 | -4 | -4 | 9 | -1 | 1 | -8 | -0.4 | -11
6 | Cc1nn(C)cc1C(=O)Nc1ccc2c(c1)OCCO2 | -43 | 13 | -13 | 6 | -48 | -55 | -40 | -2 | -16 | -0.8 | -26
7 | COC(=O)c1sc(NC(=O)CCCn2nc([N+](=O)[O-])cc2C)c(C(=O)OC)c1C | 15 | 0 | -6 | 8 | 13 | 17 | 7 | 1 | -18 | -1.3 | 11
8 | COCCN(CC1CCCN(C2Cc3ccccc3C2)C1)C(=O)CCC(C)=O (stereo not given) | -20 | 0 | 13 | 2 | -7 | 2 | -4 | · | -8 | -0.8 | 3
9 | CN(C(=O)c1cccc(NC(=O)Cc2ccc(NC(=O)C3CCCN(C(=O)C4CCC4)C3)cc2)c1)C1CC1 (stereo not given) | -7 | 10 | 0 | 12 | -34 | -6 | 10 | · | -54 | 1.8 | -27
10 | CCOC(=O)N1CCC(NC(=O)c2cnn3c2NC(c2ccco2)CC3C(F)(F)F)CC1 (stereo not given) | 4 | 3 | -1 | -4 | 8 | 6 | 14 | 3 | 24 | 4.9 | -16
11 | COc1ccc(OC)c(NC(=S)N2CCCC2)c1 | -20 | 6 | -1 | 2 | -37 | -14 | -1 | · | -27 | 0.0 | -8
12 | CCc1ccc(-c2nnn(CCC#N)n2)cc1 | -98 | -3 | 3 | 18 | -34 | -81 | -20 | 3 | -4 | -0.1 | -19
13 | O=C(CN1C(=O)NC2(CCOc3ccccc32)C1=O)Nc1cccc(Cl)c1 (stereo not given) | 3 | -7 | -5 | 0 | -9 | 19 | 7 | 3 | 9 | 0.6 | 11
14 | CCOC(=O)C1CCN(C(=O)c2cc(CN3C(=O)c4ccccc4C3=O)ccc2OCC)CC1 | 12 | 4 | -16 | -8 | -39 | 3 | 9 | 0 | 12 | -0.3 | 9
15 | Cc1ccc(C(=O)Nc2ccccc2C(=O)NCc2cccnc2)cc1 | -37 | -2 | 10 | 20 | -4 | -18 | -6 | 5 | 0 | 0.3 | -10
16 | COc1ccccc1C(CC(=O)Nc1ccc(Cl)cc1)c1ccc(OC(C)C)cc1 (stereo not given) | 17 | 16 | 9 | -38 | -3 | 34 | 5 | 1 | 13 | -1.0 | -2
17 | O=C(Cc1ccccc1)N1CCc2[nH]nc(-c3ccccc3)c2C1 | 5 | -7 | -8 | 12 | -5 | 5 | -5 | -3 | -12 | 0.1 | -18
18 | Cc1ccccc1OCCCCn1cnc2ccccc21 | -156 | -3 | 12 | -10 | 68 | -89 | -2 | 1 | 8 | -1.6 | 77
19 | Cc1ccc(S(=O)(=O)Nc2ccc(Nc3ccccc3)cc2)cc1 | 18 | -15 | -6 | -7 | -16 | 17 | -12 | 1 | 8 | 0.4 | -29
20 | COc1cccc(CNC(=O)CCNC(=O)N2CC(=O)Nc3ccccc32)c1 | 13 | 0 | -11 | -21 | 2 | -9 | · | · | 31 | 0.3 | -6
21 | C=CCC1CCCCC1=C(C#N)c1ccccc1 (stereo not given) | 9 | -13 | -3 | 0 | -15 | 6 | · | · | 10 | -1.7 | 4
22 | O=C(Nc1cccc2c1CCCC2)c1ccccc1F | -67 | 3 | 11 | -4 | -38 | -46 | 0 | 4 | 6 | -0.2 | -6
23 | O=C(NCC(=O)N(c1ccc2c(c1)OCO2)C(C(=O)NC1CCCC1)c1cccs1)c1ccco1 (stereo not given) | 7 | -4 | 3 | 8 | -13 | 6 | 5 | 0 | 1 | -0.7 | 6
24 | COc1ccc(OC)c(NC(=O)c2ccc(S(=O)(=O)N3CCOCC3)cc2)c1 | -2 | -6 | -7 | 13 | -3 | 9 | 4 | 2 | -8 | 0.2 | 0
25 | COc1ccc(CCNC(=O)C2CCN(C(=O)c3ccccc3C)CC2)cc1 | -1 | 2 | -18 | 3 | 6 | 8 | 10 | 2 | 6 | -0.4 | 10
26 | COC(=O)C(C#N)C(c1cccnc1)c1c(C)[nH][nH]c1=O (stereo not given) | 16 | 4 | 4 | -1 | -8 | 3 | 2 | -1 | 6 | -1.4 | 11
27 | c1ccc(N2CCN(c3nc4cc5c(cc4s3)OCO5)CC2)cc1 | -244 | -2 | 17 | -2 | -106 | -249 | -16 | 2 | -8 | -3.1 | -48
28 | CC(=O)NC1=NN(C(C)=O)C(c2ccccc2)S1 (stereo not given) | -16 | -13 | -5 | 6 | 7 | -6 | -9 | 2 | -13 | 1.0 | -17
29 | O=C(/C=C/c1ccc(F)cc1)c1ccc(N2CCOCC2)cc1 | -142 | 3 | -3 | -11 | -25 | -85 | -25 | 0 | 12 | -0.7 | -9
30 | CC(C)(C)NC(=O)c1cc(C(C)(C)C)c(O)c(C(C)(C)C)c1 | 6 | 8 | 0 | -9 | -17 | 15 | 5 | 2 | 15 | -0.6 | 2
31 | O=C(OCc1ccccc1)C1=NNC2C(=O)N(c3ccccc3)C(=O)C12 (stereo not given) | 26 | 0 | 1 | 7 | -4 | -3 | -2 | -2 | 8 | 1.2 | 8
32 | COc1ccc(N=c2sc3ccccc3n2C)cc1 | -288 | -31 | -16 | 6 | -150 | -315 | -84 | 1 | 5 | -2.0 | -97

Entries shown so far with a cyano group (three):
item | smiles | HIF-2a inh | LMP1 NFkB inh | TRAIL sens C8 | KKLEB tox | NR2E3 ag-1 | Peg3 promoter | TRPM1 prom inh | NR2E3 ag-2 | CF NFkB block | iPSC survival up | Shn3 inh set2
12 | CCc1ccc(-c2nnn(CCC#N)n2)cc1 | -98 | -3 | 3 | 18 | -34 | -81 | -20 | 3 | -4 | -0.1 | -19
21 | C=CCC1CCCCC1=C(C#N)c1ccccc1 (stereo not given) | 9 | -13 | -3 | 0 | -15 | 6 | · | · | 10 | -1.7 | 4
26 | COC(=O)C(C#N)C(c1cccnc1)c1c(C)[nH][nH]c1=O (stereo not given) | 16 | 4 | 4 | -1 | -8 | 3 | 2 | -1 | 6 | -1.4 | 11

Following part.
item | smiles | HIF-2a inh | LMP1 NFkB inh | TRAIL sens C8 | KKLEB tox | NR2E3 ag-1 | Peg3 promoter | TRPM1 prom inh | NR2E3 ag-2 | CF NFkB block | iPSC survival up | Shn3 inh set2
33 | O=C(NCc1cccnc1)Nc1ccc(Cl)cc1 | -78 | -5 | 36 | -4 | -37 | -55 | -29 | 4 | -1 | 0.0 | -11
34 | Cc1ccc(NC(=O)CSCc2ccco2)cc1 | -263 | -33 | 0 | 2 | -49 | -245 | -69 | -2 | -14 | -1.5 | -53
35 | COc1ccc(/C=C/C(=O)OCC(=O)NC(C)CCc2ccccc2)cc1OC (stereo not given) | 5 | 1 | -41 | -16 | 1 | -2 | -8 | · | 11 | -1.1 | 12
36 | O=C(N/C(=C\c1cccs1)C(=O)N1CCOCC1)c1cccs1 | 18 | 1 | 7 | 5 | -3 | -4 | -1 | 3 | 0 | 0.4 | -25
37 | O=C1C(=O)N(Cc2cccnc2)C(c2ccccn2)/C1=C(/O)c1ccccc1 (stereo not given) | -3 | 3 | 0 | -1 | -24 | -10 | 7 | 0 | 7 | 0.0 | 0
38 | CN(CCCC(=O)O)c1ccc(N=Nc2ccc([N+](=O)[O-])cc2)cc1 | -195 | -4 | 37 | 8 | -46 | -208 | -3 | -4 | -8 | -0.5 | -118
39 | COc1ccc(C(=O)On2c(-c3ccc(Br)cc3)nc3ccccc3c2=O)cc1 | -19 | 11 | 11 | 5 | -61 | 28 | -2 | 1 | 18 | 1.1 | 28
40 | Nc1ccc(SCc2cccnc2)cc1 | -34 | -3 | -1 | 7 | -23 | -19 | 4 | 0 | -4 | 0.0 | 27
41 | CCCCC(=O)Nc1ccc(NC(=O)C2CC2)cn1 | -37 | -3 | 19 | 3 | -24 | 5 | -2 | -1 | 3 | 3.4 | 10
42 | COc1cc(/C=C/C(=O)c2ccc3c(c2)OCCO3)cc(Br)c1OCC(=O)N(C)C | 93* | 28 | 40 | 0 | 18 | 107* | 93* | -3 | 4 | 0.6 | 92*
43 | CCc1c(C)c2ccc(OCC(=O)OC(C)C)c(C)c2oc1=O | 21 | 2 | 17 | -7 | -6 | -14 | -23 | 4 | 1 | 0.1 | 63
44 | CC(C)Oc1ccccc1/C=N/NC(=O)c1ccccc1Cl | 15 | -1 | 7 | 2 | -8 | 12 | -7 | -1 | -11 | -0.5 | 18
45 | O=C(Cc1ccccc1)NCC(=O)OCC(=O)c1ccc(F)cc1 | 11 | 1 | -31 | 8 | -17 | -2 | -13 | -2 | 14 | -0.5 | 16
46 | CCn1c(SCC(=O)N2CCCCCC2)nc2ccccc2c1=O | 12 | 2 | -1 | -19 | 33 | 9 | -3 | 7 | 9 | 0.6 | 3
47 | CC(C)(C)C(=O)Nc1nc2c(s1)CN(Cc1ccccc1)CC2 | -181 | -27 | -3 | -23 | -63 | -162 | -73 | 2 | 7 | 0.5 | -31
48 | O=S(=O)(c1cc(C(F)(F)F)ccc1Cl)N1CCCCCC1 | 20 | -4 | -1 | -11 | -5 | 6 | 5 | 0 | 10 | -1.7 | -10
49 | CC(C)c1c(O)nc(SCC(=O)Nc2ccc3c(c2)CCC3)[nH]c1=O | -4 | -8 | 6 | -4 | -10 | -7 | 2 | 3 | 10 | 0.1 | -9
50 | COc1ccc(NC(=O)C2Cc3ccccc3C(=O)O2)cc1 (stereo not given) | -102 | 0 | 2 | 8 | -24 | -72 | -27 | 2 | -28 | -1.0 | -44
51 | CC1CCC2C(=O)N(c3cccc(C(=O)Nc4ccc(F)cc4)c3)C(=O)C2C1 (stereo not given) | 7 | -19 | 21 | 16 | -7 | 6 | 3 | 0 | -12 | 0.3 | 1
52 | COc1cc(C(=O)NC(=S)Nc2cccc3nc(C)ccc23)cc(OC)c1OC | 1 | 5 | 4 | -5 | 13 | 17 | 4 | -66 | 4 | -0.8 | 6
53 | CC1(Cc2cccc(F)c2)C(=O)Nc2ccc(-c3cccnc3)cc21 (stereo not given) | 15 | · | -3 | 5 | -42 | 20 | · | · | 72* | -0.4 | 50
54 | N#CC1=C(N)N(c2ccccc2)C(c2cccc([N+](=O)[O-])c2)C1(C#N)C#N (stereo not given) | 27 | 5 | 1 | -6 | 13 | 21 | -8 | 2 | 10 | 5.9 | -8
